HSF1 activator: HSF-1 activators, primary screen, NIH3T3-HGL cells, MG132 stress, luminescence, single point. NIH3T3-HGL HSF-1 luciferase reporter, 8 h; 100% = twice DMSO control signal. activation, % at 9 µM. 300,000 compounds, 1.7% hits;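 active means mean replicate activation of at least 50% with a set share of replicates each reaching 50%; inconclusive means only one of those two conditions met; inactive means mean below 50% and too few replicates reaching it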;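 further: 0% = median of the neutral control wells and 100% = twice that signal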
KLF5 inh: KLF5 expression inhibitors, primary screen, DLD-1 cells, luminescence. DLD-1 KLF5 promoter-luciferase reporter. inhibition, % at 5 µM. 290,000 compounds, 0.23% hits;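 active means inhibition above a per-plate limit of that plate's mean compound inhibition plus 3 SD, cut at about 60% in these data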;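 further: 0% = DMSO wells and 100% = LY294002 at 200 µM; higher means less KLF5 promoter-driven luciferase light; inactives centre near -14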
HSF1 inhib: HSF1 inhibitors in luciferase reporter cells, primary screen, cell-based, NIH3T3, luminescence; activity change, negative = inhibition, % at 7.5 µM (by protocol); AID 2098, 2009; 300,000 compounds, 0.77% hits; NIH3T3-HGL HSE-luciferase, MG132-induced, luminescence 8 h; stronger effect = lower value;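 active means more than half of replicate wells show activity change below -50%, luminescence cut by over half; inconclusive means some wells, but at most half, below -50%; inactive means no replicate well below -50%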;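 further: luciferase reports HSF-1 transcriptional activity via heat shock element; 0% = median of DMSO wells and -100% = zero luminescence signal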
aSyn UTR inh: MLPCN primary screen, SNCA 5' untranslated region | alpha-synuclein 5'UTR reporter, inhibitor activity | inhibition, % (tested at 7.5 µM) | 300,000 compounds, 0.82% hits; in the data active means inhibition above about 60%; inconclusive means no clear call, values can overlap the other calls;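 further: H4 neuroglioblastoma cells stably carrying SNCA 5'UTR luciferase fusion; 0% = DMSO wells and 100% = positive control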
GSK3A inh: blockers of GSK3A enzyme activity – biochemical, luminescence, cell-free homogeneous, HTS, primary screen; Glycogen synthase kinase-3 alpha (Homo sapiens), P49840; GSK-3 alpha kinase, ADP-Glo luminescence, 60 min; inhibition, % at 10 µM; 320,000 compounds, 0.1% hits; AID 2650, 2010;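 in the data active means inhibition above about 50%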;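 further: GST-tagged GSK-3 alpha with peptide substrate and 25 µM ATP; 0% = DMSO neutral wells and 100% = GW8510 positive control wells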
Target sequence (P49840 whole entry, looked up): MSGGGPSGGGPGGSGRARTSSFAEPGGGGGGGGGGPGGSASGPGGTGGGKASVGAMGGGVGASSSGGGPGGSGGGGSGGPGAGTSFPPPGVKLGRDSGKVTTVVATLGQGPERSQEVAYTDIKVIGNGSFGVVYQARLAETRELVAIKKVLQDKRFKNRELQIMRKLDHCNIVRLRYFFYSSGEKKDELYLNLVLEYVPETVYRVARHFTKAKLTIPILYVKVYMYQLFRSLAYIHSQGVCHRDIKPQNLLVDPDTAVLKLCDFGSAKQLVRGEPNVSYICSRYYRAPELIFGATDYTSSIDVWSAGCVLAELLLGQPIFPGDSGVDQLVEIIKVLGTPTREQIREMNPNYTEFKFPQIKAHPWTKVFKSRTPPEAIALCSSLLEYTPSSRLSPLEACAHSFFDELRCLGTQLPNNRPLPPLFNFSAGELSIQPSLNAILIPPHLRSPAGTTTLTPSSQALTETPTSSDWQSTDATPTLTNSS
DYRK1A inh: rat Dyrk1A kinase inhibitors, primary screen, biochemical, single point, plate reader; Dual specificity tyrosine-phosphorylation-regulated kinase 1A (Rattus norvegicus), Q63470; ADP-Glo luminescence, NFATc1 peptide; inhibition, % at 12.5 µM; 310,000 compounds, 0.43% hits; in the data active means inhibition above about 50%;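 further: plate controls were vehicle with enzyme for no effect and no enzyme for full effect; many of its hits are not listed in these tables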
Platelet DG rel: inhibitors of platelet dense granule secretion, primary screen, cell-based, MLPCN, human platelets; human platelet-rich plasma, SFLLRN dense granule ATP release, luminescence; 300,000 compounds, 0.22% hits; inhibition, %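 (compounds screened at 7.5 µM in platelet-rich plasma)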;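 active means mean replicate score, as percent of positive control, at or above 50; inconclusive means mean below 50 but at least one replicate at or above 50; inactive means mean and every replicate below 50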
GSK3B inh: human GSK3beta kinase inhibitors, primary screen, biochemical, cell-free homogeneous, HTS; Glycogen synthase kinase-3 beta (Homo sapiens), P49841; GST-GSK3beta kinase, ADP-Glo luminescence, 60 min; stronger effect = lower value; activity score (negative = inhibition), % at 10 µM; 300,000 compounds, 0.038% hits; AID 2097, 2009;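 active means more than half of replicate wells score below -50%, meaning over 50% inhibition versus plate controls; inconclusive means some replicates but at most half score below -50%; inactive means no replicate scores below -50%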;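 further: 0% = median DMSO wells and -100% = median GW8510 positive control wells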
Target sequence (P49841 whole entry, looked up): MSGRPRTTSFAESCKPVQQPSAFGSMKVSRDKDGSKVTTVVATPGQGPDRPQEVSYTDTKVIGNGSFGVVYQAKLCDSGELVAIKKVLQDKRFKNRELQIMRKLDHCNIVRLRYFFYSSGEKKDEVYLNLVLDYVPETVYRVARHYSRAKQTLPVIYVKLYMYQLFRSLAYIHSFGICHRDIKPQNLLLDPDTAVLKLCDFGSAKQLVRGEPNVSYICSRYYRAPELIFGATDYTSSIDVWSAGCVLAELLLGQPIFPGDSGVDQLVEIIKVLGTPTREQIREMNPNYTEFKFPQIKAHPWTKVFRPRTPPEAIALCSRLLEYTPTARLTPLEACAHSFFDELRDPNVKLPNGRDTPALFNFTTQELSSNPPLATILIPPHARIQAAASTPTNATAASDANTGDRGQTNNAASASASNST
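test system = GST-tagged human GSK3beta kinase, cell-free | reagent = 25 µM ATP with peptide substrate | dosing = one dose of 10 µM per compound | schedule = 60 min reaction, RT | detection = luminescent ADP-Glo measurement of ADP formed | control set = DMSO neutral wells and GW8510 at 20 µM as positive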
IEC-6 cytotox: cytotoxicity in IEC-6 intestinal epithelial cells, primary screen, cytotoxicity control for KLF5 inhibitor project, cell-based, luminescence. 290,000 compounds, 0.78% hits. inhibition, % at 5 µM. IEC-6 cytotoxicity, luminescence viability; in the data active means inhibition above about 22%;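 further: 0% = plate median of test compound wells and 100% = cytotoxic reference compound wells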
HSP90 refold inh: HSP90 inhibitors, primary screen, cell lysate, luminescence. Rabbit reticulocyte lysate, luciferase refolding luminescence, 3 h. 290,000 compounds, 0.91% hits. inhibition, % at 5.6 µM. AID 1789, 2009;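 active means inhibition above the screen-wide mean plus 3 SD, computed separately per campaign, cut at about 16% in these data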;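 further: 0% = DMSO wells and 100% = 60 µM geldanamycin wells; inhibitors lower the luminescence because luciferase stays unfolded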
Active calls of the source: *; u = inconclusive; x = no result given. Only part of the results is shown; rates above refer to the full screens.

Each structure is followed by: HSF1 activator	KLF5 inh	HSF1 inhib	aSyn UTR inh	GSK3A inh	DYRK1A inh	Platelet DG rel	GSK3B inh	IEC-6 cytotox	HSP90 refold inh
COc1ccc(-c2csc3ncn(-c4ccccc4OC)c(=O)c23)cc1OC
  1	-10	17	46	-1	6	-4	0	11	0
O=C(CCCC(=O)N(CC(=O)NC1CCCCC1)CC1CCCO1)Nc1ccccn1 (centres undefined)
  -3	-16	-6	2	-2	4	3	3	2	5
CCOC(=O)C1(Cc2ccccc2)CCCN(Cc2cccc(C(C)=O)c2)C1 (centres undefined)
  29	-13	13	-9	-2	-2	-16	-2	-5	9
CN(C)c1cc(-c2ccc(Br)cc2)oc(=O)c1Cl
  28	-4	6	3	9	x	10	0	17	1
COc1ccccc1CNC(=O)COC(=O)c1cccnc1SCC(=O)NCc1ccccc1OC
  17	-36	22	-1	8	0	-9	0	-1	0
Cc1nn(-c2ccccc2)c(C)c1NC(=O)COC(=O)CCc1ccccc1
  2	-12	3	-4	-2	-3	1	2	2	-2
COC(=O)CC1(C(=O)OC)Oc2ccc(Br)cc2C(=O)N1c1cc(Cl)cc(Cl)c1 (centres undefined)
  19	0	-4	-1	10	3	1	7	-2	-1
COCCn1nnnc1C(c1ccccc1OC)N1CCc2ccccc2C1 (centres undefined)
  95*	-2	50	-19	-2	-1	-6	-1	3	3
CCOc1ccc2[nH]cc(C(=O)O)c(=O)c2c1
  -13	-6	-8	-13	1	-6	23	2	-2	-1
COc1ccc(/C=N/Nc2nncc3ccccc23)cc1
  50	-91	10	67*	5	28	68*	-19	-1	1

5 compounds from above, reduced to DYRK1A inh:
structure	DYRK1A inh
Cc1nn(-c2ccccc2)c(C)c1NC(=O)COC(=O)CCc1ccccc1	-3
COC(=O)CC1(C(=O)OC)Oc2ccc(Br)cc2C(=O)N1c1cc(Cl)cc(Cl)c1 (centres undefined)	3
COCCn1nnnc1C(c1ccccc1OC)N1CCc2ccccc2C1 (centres undefined)	-1
CCOc1ccc2[nH]cc(C(=O)O)c(=O)c2c1	-6
COc1ccc(/C=N/Nc2nncc3ccccc23)cc1	28

(cont.)
Each structure is followed by: HSF1 activator	KLF5 inh	HSF1 inhib	aSyn UTR inh	GSK3A inh	DYRK1A inh	Platelet DG rel	GSK3B inh	IEC-6 cytotox	HSP90 refold inh
CCn1nc(C)c(/C=N\NC(=O)c2cccc(OC)c2)c1C
  12	-30	-7	-15	0	1	-12	3	-4	5
Cc1nc2ccccc2n2c(-c3ccccc3)c3c(=O)n(C)c(=O)n(C)c3c12
  0	-49	-3	11	59*	-1	5	0	3	-2
c1cncc(-c2nnc(SCc3cccc4ccccc34)o2)c1
  -4	-32	3	19	2	6	1	-4	-6	-3
C=CCN1C(=O)c2ccc(C(=O)Nc3ccccn3)cc2C1=O
  4	x	4	0	-1	2	0	-2	x	x
C=CCn1c(SCC(=O)Nc2ccc(C(=O)OCC)cc2)nnc1-c1sc(N)nc1C
  -4	-39	-3	2	0	3	9	-3	-2	-2
CCOC(=O)c1ccccc1NC(=O)CSC(C)C(=O)Nc1cc(C)on1 (centres undefined)
  -1	x	-4	-11	0	6	-5	-3	x	x
CCN=C1SC(CC(=O)NCc2ccccc2)C(=O)N1CC (centres undefined)
  8	-5	3	7	x	0	4	-2	-5	0
Cc1ccc(NC(=O)CCC(=O)c2cccs2)cc1
  19	-24	18	16	-2	0	-5	0	-2	3
Cc1ccc(NS(=O)(=O)Cc2ccccc2)cc1Cl
  25	-36	7	-5	0	-2	-5	1	-2	2
Cc1cccc(NCC(=O)N/N=C\c2cccc(Oc3ccccc3)c2)c1
  10	-5	7	-1	0	1	6	1	2	-1

Each structure is followed by: HSF1 activator	KLF5 inh	HSF1 inhib	aSyn UTR inh	GSK3A inh	DYRK1A inh	Platelet DG rel	GSK3B inh	IEC-6 cytotox	HSP90 refold inh
O=C(O)C1CC=CCC1C(=O)Nc1cc(Cl)ccc1Cl (centres undefined)
  16	8	2	-34	-2	-1	-1	4	0	2
COC(=O)c1cccc(C23CC4(C2)[C@H](CN(Cc2ccc(C(F)(F)F)cc2)[C@@H]4c2ccccc2)C3c2ccccc2)c1 (some centres undefined)
  2	x	3	9	3	-2	7	3	x	x
CC1(C)CC(=O)C=C(NC2CCCCC2)C1
  20	x	4	-1	-2	1	-3	3	x	x
Cc1cccc(NC(=O)C2CC3CCC2C3)c1C (centres undefined)
  1	x	3	-13	-2	-5	2	0	x	x
COc1ccccc1/C=C/C(=O)NCC(=O)N/N=C/c1ccc(C(=O)O)cc1
  -17	-55	4	-2	1	-1	1	3	2	5
Cc1ccc2oc(=O)c(/C=C(\O)CC(C)C)nc2c1
  18	-30	-6	-34	0	-6	-14	2	9	-4
O=C(CN1CCCCC1)N1CCCc2ccccc21
  -5	5	-6	6	2	x	4	7	4	6
COc1ccccc1NC(=O)N1CCCC1C(=O)Nc1ccc2c(c1)OCCO2 (centres undefined)
  3	-14	6	-33	-2	0	-3	1	4	2
CC(C)c1ccc(S(=O)(=O)N2CCN(C(=O)C3CC3C)CC2)cc1 (centres undefined)
  -1	x	3	-4	1	1	15	1	x	x
COCc1nnc(NS(=O)(=O)c2c(C)cc(C)cc2C)s1
  8	-17	-7	-5	-4	5	5	6	8	8

Each structure is followed by: HSF1 activator	KLF5 inh	HSF1 inhib	aSyn UTR inh	GSK3A inh	DYRK1A inh	Platelet DG rel	GSK3B inh	IEC-6 cytotox	HSP90 refold inh
CCOC(=O)N1CCN(C(=O)CN(C)S(=O)(=O)c2ccc(OC)c(OC)c2)CC1
  x	-18	x	x	-1	0	x	11	0	3
O=C(O)C1CCN(C(=O)COc2ccc3c(c2)oc(=O)c2ccccc23)CC1
  0	-38	3	12	0	12	0	3	0	2
O=C(CCS(=O)(=O)c1ccccc1)N(CCCN1CCOCC1)c1nc2ccccc2s1
  28	x	21	-106	-1	-6	7	4	x	x
CCc1ccccc1N(CC(=O)N/N=C/c1ccc(OC(=O)OC)c(OC)c1)S(C)(=O)=O
  -13	-28	-2	3	-1	-1	u	1	-4	1
Fc1ccccc1-c1nc2c(s1)CCc1onc(-c3ccc(Br)cc3)c1-2
  5	x	0	-6	-2	2	-3	-1	x	x
CCCN1C(=O)c2ccc(C(=O)Nc3cc(C)ccc3O)cc2C1=O
  19	-121	2	-53	-2	-6	46	-1	1	13
COC(=O)C1=C(C)N(CCc2ccccc2)C(=O)/C1=C\c1ccco1
  -2	-15	2	20	x	-2	-5	1	-5	4
COn1c(=O)c(=O)n(OC)c2ccccc21
  -15	-39	-5	-10	-1	7	-2	5	-8	-10
COC(=O)CCC/C=C1/SCC(NC(=O)c2ccccc2)C1O (centres undefined)
  -3	-6	1	-2	1	1	7	1	2	1
Cn1cccc1/C=C1\CCC/C(=C\c2cccn2C)C1=O
  74*	-29	45	-154	0	-1	16	2	-4	3

Each structure is followed by: HSF1 activator	KLF5 inh	HSF1 inhib	aSyn UTR inh	GSK3A inh	DYRK1A inh	Platelet DG rel	GSK3B inh	IEC-6 cytotox	HSP90 refold inh
CC(C)C(=O)N1CCN(c2ccccc2NC(=O)c2ccco2)CC1
  16	-5	1	-4	5	2	-24	-1	2	4
CN1CCN(CC(=O)Nc2c(C(=O)c3ccccc3)oc3ccccc23)CC1
  3	-26	-2	-24	1	3	3	-7	3	-2
CCn1ncc(Br)c1C(=O)N(C)C12CC3CC(CC(C3)C1)C2
  7	-37	-12	3	1	2	-20	3	0	2
COc1ccc(Cl)cc1-c1nc(SCC(N)=O)n[nH]1
  -16	-9	0	2	-1	-5	-1	1	1	-3
COc1ccc(NS(=O)(=O)c2ccc3oc(=O)ccc3c2)cc1
  3	-27	-7	14	3	-2	-4	x	-8	1
COCc1c(C(=O)N/N=C/c2ccc(C)o2)nnn1-c1nonc1N
  2	-20	-2	4	3	-3	2	4	0	5
CC[N+]1=C(C)C(C)(C)c2cc(C)ccc21
  -13	-79	-4	-7	1	-1	11	2	13	4
CN(C(=O)Cc1c(C(=O)O)n(C)c2ccccc12)c1ccc(F)cc1
  -8	-11	-7	2	0	4	0	0	2	-1
CN(C)S(=O)(=O)c1cccc(C(=O)OCC(=O)NC2CCCc3ccccc32)c1 (centres undefined)
  3	-10	-4	16	-2	8	1	3	-7	0
O=C(Nc1nnc(CCN2CCOCC2)s1)c1ccccc1
  20	-34	-2	-67	x	-1	0	5	2	4

Each structure is followed by: HSF1 activator	KLF5 inh	HSF1 inhib	aSyn UTR inh	GSK3A inh	DYRK1A inh	Platelet DG rel	GSK3B inh	IEC-6 cytotox	HSP90 refold inh
N#Cc1ccccc1OCC(=O)NCC1(N2CCCCC2)CCCCC1
  -3	-85	-5	6	1	-5	15	2	5	-6
O=[N+]([O-])c1cccc(-c2cc3ccccc3[nH]2)c1
  13	-72	12	-60	0	-1	4	0	5	1
COc1ccccc1N1CCN(C(=O)CSc2nnc(-c3ccoc3C)o2)CC1
  -11	5	-1	-19	2	-1	0	-12	7	6
COC(=O)C(C)Sc1nc2c(c(=O)[nH]c(=O)n2C)n1CCCc1ccccc1 (centres undefined)
  14	-25	3	24	7	-5	u	-4	1	2
Cc1cc2nnc(SCC(=O)Nc3cc(S(=O)(=O)N4CCOCC4)ccc3Cl)n2c2ccccc12
  5	14	7	27	-1	0	18	-1	-3	5

Of the compounds above, 3 have fluorine:
Each structure is followed by: HSF1 activator	KLF5 inh	HSF1 inhib	aSyn UTR inh	GSK3A inh	DYRK1A inh	Platelet DG rel	GSK3B inh	IEC-6 cytotox	HSP90 refold inh
COC(=O)c1cccc(C23CC4(C2)[C@H](CN(Cc2ccc(C(F)(F)F)cc2)[C@@H]4c2ccccc2)C3c2ccccc2)c1 (some centres undefined)
  2	x	3	9	3	-2	7	3	x	x
Fc1ccccc1-c1nc2c(s1)CCc1onc(-c3ccc(Br)cc3)c1-2
  5	x	0	-6	-2	2	-3	-1	x	x
CN(C(=O)Cc1c(C(=O)O)n(C)c2ccccc12)c1ccc(F)cc1
  -8	-11	-7	2	0	4	0	0	2	-1

Source: PubChem BioAssay
